hiPSC survival: hiPSC single-cell survival enhancement; ATPlite luminescence; 100% = ROCK inhibitor wells, 0% = DMSO; survival enhancement, % at 20 µM; 360,000 compounds, 0.044% hits; in the data active = survival enhancement above about 18%;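 also: cells exposed to compounds for 16 hours before the ATP read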
TRPM1 prom inh: reduces MITF-dependent TRPM1 promoter luciferase signal; 330,000 compounds, 0.83% hits; inhibition, % at 12.5 µM; SK-MEL-5 TRPM1 promoter luciferase, 24 h;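 active = mean inhibition across replicates of 60% or more, whatever share of single replicates reaches that level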; also: values of inactives mirror those of a sister screen read the other way
TRAIL sens C8: caspase-8 TRAIL sensitization; NB7+C8 cells + TRAIL, ATPlite viability luminescence; inhibition (viability loss, TRAIL sensitization), % at 10 µM; 360,000 compounds, 1% hits; AID 624354;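 active = compounds causing at least 50% loss of cell viability in the single-dose screen, relative to plate controls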
CF NFkB inh: cystic fibrosis NF-kB activation inhibition. KKLEB NF-kB-GFP reporter, PAF-induced, GFP fluorescence overnight. inhibition, % at 5 µM. 360,000 compounds, 0.86% hits. AID 588850;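 active = at least 50% inhibition at 5 µM, scaled per plate between neutral and stimulator controls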;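 also: PAF is a Pseudomonas aeruginosa culture filtrate used as stimulus; plate controls were PAF-stimulated DMSO wells for no effect and unstimulated DMSO wells for full effect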
NR2E3 ag-1: NR2E3 (human) agonism; GST-NR2E3/biotin-RetCOR TR-FRET, 1536-well; inhibition of corepressor binding, % at 4.78 µM; AID 2300; 320,000 compounds, 0.12% hits; Q9Y5X4;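 active = percent inhibition above the cutoff of mean plus 3 SD of all tested compounds, set per screening campaign, cut at about 20% in these data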;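 also: 0% = DMSO wells and 100% = biotin wells as full block of FRET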
Target sequence (Q9Y5X4 whole entry, looked up): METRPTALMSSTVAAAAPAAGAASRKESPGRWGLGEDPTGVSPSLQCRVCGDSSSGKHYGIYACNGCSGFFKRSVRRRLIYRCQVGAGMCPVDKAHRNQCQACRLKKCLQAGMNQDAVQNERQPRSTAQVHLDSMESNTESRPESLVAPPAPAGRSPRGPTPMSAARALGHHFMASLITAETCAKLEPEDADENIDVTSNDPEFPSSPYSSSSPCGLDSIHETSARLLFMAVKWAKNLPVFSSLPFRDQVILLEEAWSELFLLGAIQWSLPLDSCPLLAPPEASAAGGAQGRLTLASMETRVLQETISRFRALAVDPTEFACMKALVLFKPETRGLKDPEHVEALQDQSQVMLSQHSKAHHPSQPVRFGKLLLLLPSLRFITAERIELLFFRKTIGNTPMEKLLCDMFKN
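Test system: GST-NR2E3 and biotin-RetCOR proteins | Quantity: 1.35 nM GST-tagged NR2E3 final | Medium: Tris pH 7.5 | Also added: 7 nM biotin-RetCOR | Dosing: Compound at 4.8 µM, single dose | Timing: 5 h at 4 °C | Detection: Time-resolved FRET | Read-out basis: Percent inhibition | Benchmarks: Biotin wells as high control, 0.6% DMSO wells as low control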
KKLEB tox: reduces viability of KKLEB cystic fibrosis airway cells; KKLEB CF airway cells viability, ATPlite luminescence, overnight; hits give low values; cells stimulated with P. aeruginosa culture filtrate; 360,000 compounds, 0.36% hits; activity change (cytotoxicity), % at 5 µM;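 active = corrected activity change at or below -50% at 5 µM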
NR2E3 ag-2: agonists of human NR2E3 nuclear receptor | Q9Y5X4 | CHO-S Gal4-NCOR/VP16-NR2E3 two-hybrid, luciferase | inhibition of corepressor binding, % at 3.98 µM | 360,000 compounds, 0.35% hits | AID 602229;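 active = inhibition above the mean of all tested compounds plus 3 SD, cut at about 70% in these data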;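 also: 0% = DMSO with NR2E3 transfected cells and 100% = cells lacking NR2E3 construct; higher means lower luciferase signal from less NR2E3 corepressor binding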
Peg3 promoter: inhibitors of Peg3 promoter; HeLa PEG-Prom luciferase reporter, luminescence, overnight; inhibition, % at 20 µM; 360,000 compounds, 1.7% hits;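 active = inhibition of at least 50% at 20 µM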
EBV LMP1 NFkB: reduces LMP1-driven NF-kappaB luciferase signal | LMP1-induced NF-kappaB luciferase reporter cells, luminescence | AID 504558 | inhibition, % at 12.5 µM | 350,000 compounds, 0.69% hits; in the data active = inhibition above about 41%;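 also: 0% = neutral control wells and 100% = reference inhibitor control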
Shn3 3UTR inh: Schnurri-3 reporter inhibition in Clone20 osteoblasts; 360,000 compounds, 0.52% hits; inhibition, % at 12.5 µM; Clone20 osteoblast Shn3 3'UTR firefly luciferase, 24 h; AID 588674;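 active = mean inhibition of at least 75% with every replicate also reaching 75%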;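 also: 0% = median of neutral control wells and 100% = pilot-screen positive control compound; some compounds past the cut are filed as inactive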
HIF-2a block: HIF-2a inhibition | AID 624352 | 360,000 compounds, 0.72% hits | inhibition, % at 18.8 µM | 786-0 RCC cells HIF-2a reporter, luciferase luminescence, overnight;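 active = inhibition of the luminescence signal of 40% or more relative to plate controls, in a single-dose primary screen at 18.75 µM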
* marks the source's active call; other numbers are inactive results; . = not tested or not shown; & = joins results of further samples.

SMILES | hiPSC survival | TRPM1 prom inh | TRAIL sens C8 | CF NFkB inh | NR2E3 ag-1 | KKLEB tox | NR2E3 ag-2 | Peg3 promoter | EBV LMP1 NFkB | Shn3 3UTR inh | HIF-2a block
O=C(Cc1ccc2c(c1)OCCO2)Nc1cccc(S(=O)(=O)N2CCOCC2)c1 | 0.6 | . | -14 | 5 | 0 | -7 | -4 | 7 | 1 | -25 | 14
COc1ccc(NC(=O)CS(=O)c2ccc(Cl)c(Cl)c2)cc1 (centres undefined) | -0.4 | -3 | -11 | 5 | -3 | -3 | 32 | -2 | -3 | 7 | -7
O=C(COC(=O)c1ccc2c(c1Cl)C(=O)c1ccccc1C2=O)NC1CCCCC1 | -3.0 | 14 | -8 | -7 | 2 | -10 | -3 | -2 | 7 | -9 | -3
CCn1c(=O)c2c(nc(SCC(=O)NCC3CCCO3)n2C)n(C)c1=O (centres undefined) | -0.3 | 6 | -6 | 15 | 1 | 9 | -19 | 8 | -25 | 1 | 0
COc1ccccc1NC(=O)c1ccccc1-c1ccccc1C(=O)O | -0.3 | 7 | 8 | 6 | 2 | 4 | -27 | 14 | -20 | 65 | 3
O=C(OCC(=O)N1CCOCC1)c1ccccc1O | -0.1 | -54 | -12 | -19 | 6 | 6 | -67 | -126 | -4 | -75 | -91
COc1cccc(CNC(=O)c2ccc(Cl)c(NC3=NC4CS(=O)(=O)CC4S3)c2)c1 (centres undefined) | -0.3 | -3 | -11 | -10 | -1 | -4 | -3 | 12 | -6 | -4 | 6
CC1(C)CC(=O)C(N=Nc2ccc(F)cc2)=C(O)C1 | -0.8 | -8 | -7 | 4 | -2 | -1 | 9 | -55 | -21 | 17 | -54
CC(Sc1nnc(-c2ccncc2)n1-c1ccc(F)cc1)C(=O)NC1CC1 (centres undefined) | 5.4 | 5 | -7 | -1 | 0 | 0 | -25 | 6 | -1 | 8 | -4
CCCCCCCn1c(=N)n(CC(=O)c2ccco2)c2ccccc21 | -6.5 | 38 | 25 | -4 | 3 | 1 | 9 | 87* | 6 | 64 | 30
Cc1cc(Cl)c(OCCN2C(=O)NC(C)(C)C2=O)c(Br)c1 | -0.8 | 2 | -15 | -7 | 2 | -4 | -13 | 2 | -1 | -7 | 11
O=C(C1CCCCC1)N1CCc2ccccc21 | -0.8 | 2 | 7 | -16 | -1 | 8 | -7 | 5 | -5 | -27 | -12
C=CCn1c(SCCNC(C)=O)nc2cc(-c3ccccc3)sc2c1=O | -0.5 | -17 | 4 | -1 | 2 | -2 | 10 | -39 | -3 | -14 | -91
COc1ccccc1CNC(=O)C1CCC(CNS(=O)(=O)c2cccc3cccnc23)CC1 (centres undefined) | -0.5 | -11 | -1 | 14 | 0 | -4 | -5 | 24 | -3 | 13 | 3
O=C(N=Nc1c(O)[nH]c2ccccc12)c1cccc(S(=O)(=O)Nc2ccccc2Cl)c1 | 1.7 | 8 | 8 | -8 | 3 | 0 | -11 | -27 | 8 | 15 | -53
O=C1CC(N2CCN(c3ccccc3Cl)CC2)C(=O)N1c1ccc(F)cc1 (centres undefined) | 2.8 | -8 | 17 | -8 | 4 | 1 | 6 | 4 | 4 | 9 | 16
Cc1c(C)c2c(OCC(=O)NCC(O)c3ccccc3)cc3c(c2oc1=O)CCC(C)(C)O3 (centres undefined) | 0.6 | -5 | 8 | 13 | 1 | -34 | -28 | 23 | 8 | -9 | 12
O=C(COC(=O)CNS(=O)(=O)c1ccc(Cl)cc1)NC1CCCCC1 | -0.5 | 10 | 8 | 1 | . | -1 | 22 | 13 | 5 | -11 | 15
COc1ccc(C2C=C(c3ccc(C)cc3)Nc3ncnn32)cc1 (centres undefined) | -1.2 | -25 | 4 | -13 | . | -13 | 3 | 21 | 16 | -3 | -21
CCn1c(SCC(=O)Nc2cccc(S(=O)(=O)N(C)c3ccccc3)c2)nnc1C1CC1 | 0.0 | -3 | -7 | 14 | -3 | -13 | 25 | 2 | -2 | 8 | 6
CC(C)CN1CCN(CCCOC(=O)Nc2cccc3ccccc23)CC1C (centres undefined) | 0.3 | 1 | 16 | -2 | . | 0 | -9 | -5 | -1 | 3 | 8
CCCCNc1c(-c2ccc(OC)c(SC(C)CC)c2)nc2cc(C)ccn12 (centres undefined) | -0.6&-0.7 | -3 | 13&-1 | 25 | . | -1 | -28&-20 | 43 | 1 | 24 | -59&-50
O=C(CNC(=O)c1ccc(F)cc1)N/N=C/c1cc(Br)ccc1OC(=O)/C=C/c1ccco1 | -0.6 | 33 | 17 | -14 | -2 | -11 | -14 | 37 | 12 | 53 | 3
CCOC(=O)C1=C(C)N=C2SC(C)C(=O)N2C1c1ccccc1 (centres undefined) | 0.7 | 5 | 23 | -4 | 0 | 3 | 4 | 13 | 2 | -2 | 14
CCOC(=O)Cn1c(CN2CCOCC2)nc2c1c(=O)[nH]c(=O)n2C | 1.9 | 19 | 4 | -13 | 2 | -3 | -19 | 9 | -12 | -74 | 7
CCn1nnnc1SCC(=O)N1c2ccccc2CCc2ccccc21 | 4.7 | 13 | -8 | 0 | 2 | 4 | -19 | 16 | 7 | 4 | 8
CS(=O)(=O)N1CCN(c2ccccc2NC(=O)CSc2nnc(-c3ccco3)o2)CC1 | -1.7 | 8 | -4 | 20 | -3 | -1 | -8 | -9 | -1 | -8 | 13
C#CCOCCOCCOCCNc1nc(N2CCN(C(=O)Cn3cc(CCCN=C(N)N)nn3)CC2)nc(N2CCN(C(=O)[C@H](CCCCN)n3cc(CC(C)O)nn3)CC2)n1 (some centres undefined) | -0.6 | -2 | 11 | 3 | -1 | 5 | -30 | 1 | 6 | 17 | 9
Cc1ccc(NC(=O)CN2C(=O)NC3(CCCCCC3)C2=O)cc1Cl | -0.5 | -22 | 1 | -11 | 4 | -15 | -16 | -28 | 0 | -20 | -29
O=C(NCC(c1ccco1)N1CCN(c2ccc(F)cc2)CC1)C1CCCCC1 (centres undefined) | -0.4 | 8 | -29 | -4 | 3 | 4 | -28 | 8 | 3 | 26 | 18

Complete entries from above.
Record of O=C(NCC(c1ccco1)N1CCN(c2ccc(F)cc2)CC1)C1CCCCC1 (centres undefined) : hiPSC survival: -0.4; TRPM1 prom inh: 8; TRAIL sens C8: -29; CF NFkB inh: -4; NR2E3 ag-1: 3; KKLEB tox: 4; NR2E3 ag-2: -28; Peg3 promoter: 8; EBV LMP1 NFkB: 3; Shn3 3UTR inh: 26; HIF-2a block: 18
Record of CCn1c(SCC(=O)Nc2cccc(S(=O)(=O)N(C)c3ccccc3)c2)nnc1C1CC1 : hiPSC survival: 0.0; TRPM1 prom inh: -3; TRAIL sens C8: -7; CF NFkB inh: 14; NR2E3 ag-1: -3; KKLEB tox: -13; NR2E3 ag-2: 25; Peg3 promoter: 2; EBV LMP1 NFkB: -2; Shn3 3UTR inh: 8; HIF-2a block: 6

Next section
SMILES | hiPSC survival | TRPM1 prom inh | TRAIL sens C8 | CF NFkB inh | NR2E3 ag-1 | KKLEB tox | NR2E3 ag-2 | Peg3 promoter | EBV LMP1 NFkB | Shn3 3UTR inh | HIF-2a block
NC(=O)c1ccc(NC(=O)C2CCCO2)cc1 (centres undefined) | -1.8 | -1 | 33 | -9 | -2 | -3 | 3 | -9 | -10 | -13 | 7
COC(=O)C1=C(C)Nc2nnnn2C1c1ccco1 (centres undefined) | -2.5 | 2 | -7 | -1 | -1 | -6 | 16 | 0 | 4 | -4 | -3
CCc1noc(C)c1C(=O)OCC(=O)Nc1c(F)cccc1F | 0.2 | -16 | 6 | 1 | 1 | 18 | -18 | -1 | -1 | -23 | 11
COc1ccc(C(=O)NC(=O)CSc2nnc(-c3ccco3)n2-c2ccccc2)cc1 | -0.9 | 0 | -6 | 0 | -3 | 4 | -9 | -11 | -8 | -4 | 9
COc1cc2nc(-c3ccccc3C)oc(=O)c2cc1OC | 0.2 | -4 | -21 | 6 | -5 | -2 | 6 | 16 | 0 | -5 | 20
Cc1cccc(NC(=O)CN2CCN(C(=O)c3cnn(Cc4ccccc4)c3)CC2)c1C | -0.6 | 8 | -27 | 11 | 4 | 3 | -26 | -1 | -8 | 10 | 24
O=C(Cc1ccc(F)cc1)Nc1nc(-c2ccc(F)cc2)cs1 | -0.4 | -10 | -4 | -29 | 0 | 0 | -5 | -30 | 3 | 12 | -53
Cc1ccc(NC(=O)CCC(=O)c2ccccc2)cc1 | -0.5 | 7 | -12 | 6 | . | -2 | -92 | 7 | 3 | 3 | -1
N#CCn1nnc(-c2ccc3c(c2)OCO3)n1 | 3.0 | -4 | 6 | -14 | 0 | -3 | 5 | 0 | -2 | 0 | -30
CCN(C[C@H]1N[C@@](Cc2ccccc2)(C(=O)OC)[C@H]2C(=O)N(C)C(=O)[C@@H]12)C(=O)c1ccc(C)cc1 | -1.3 | -1 | 13 | 6 | . | 9 | -21 | -3 | -2 | 1 | 11
Cc1cccc(NC(=O)[C@H](Cc2ccccc2)NC(=O)[C@@H]2Cc3ccccc3CN2)c1 | 0.7 | -1 | -3 | -14 | 2 | 15 | -42 | -18 | -13 | -24 | -39
CCOCC(=O)Nc1ccccc1C(=O)OCC | -2.9 | 1 | -32 | 13 | 0 | 1 | -10 | -1 | 1 | 5 | 7
Clc1cc2c(nn1)Nc1ccccc1S2 | 2.5 | -11 | -8 | -4 | -2 | -3 | -36 | -40 | -16 | -3 | -78
COc1ccc(N(CC(=O)NC2CC3CCC2C3)S(=O)(=O)c2ccc(C)cc2)cc1OC (centres undefined) | 0.5 | -3 | 1 | -21 | 2 | 17 | -5 | 8 | 0 | 14 | 14
Cc1ccc(CCC(=O)Nc2ccc(C#N)cc2)o1 | -0.5 | -9 | -8 | -7 | -1 | -4 | -19 | -16 | 0 | -16 | -12
COC(=O)C1CCN(C2CN(Cc3ccc(C)cc3)S(=O)(=O)C2)CC1 (centres undefined) | 0.6 | . | 8 | -7 | . | -7 | 17 | -6 | . | -11 | 1
CC(NC(=O)C(C)N1C(=O)C2C3CC(C(Br)C3Br)C2C1=O)c1ccccc1 (centres undefined) | 2.6 | -1 | -4 | 11 | -1 | 0 | 9 | 10 | -1 | 7 | 10
CC(C)C[C@@H](CO)N1CCN(Cc2ccc(Br)cc2)CCC1=O | 0.0 | 1 | 4 | 3 | 4 | 3 | 2 | -1 | -5 | 17 | 15
COc1ccccc1C(=O)NCCC(=O)Nc1ccc(S(=O)(=O)N2CCCC(C)C2)cc1 (centres undefined) | -0.6 | 2 | 18 | -6 | -1 | -4 | -3 | 1 | 3 | -11 | -1
O=S(=O)(Nc1cccc2ccccc12)c1ccccc1F | 2.7 | -6 | -21 | -12 | 1 | -7 | -4 | -31 | -1 | -5 | -42
Cc1ccc2[nH]c3c(=O)n(N)c(C)nc3c2c1 | 0.9 | -17 | 2 | 12 | 3 | 1 | 3 | -70 | -16 | 2 | -71
CC(Sc1nc2ccccc2o1)C(=O)O (centres undefined) | 2.0 | -53 | -12 | 4 | 3 | 3 | -73 | -18 | -2 | -103 | 5
CN(c1ccccc1)c1nc(N)c([N+](=O)[O-])c(NC2CCCCC2)n1 | 0.5 | . | -4 | 33 | . | -25 | -33 | 27 | -11 | -3 | -13

Screening results (PubChem)

A portion of the library; rates above refer to the full screens.
